CRFBP-R2 block: antagonists of CRF-binding protein/CRF-R2 receptor complex; HEK293 CRF-R2/CRF-BP, CRF-induced calcium fluorescence; inhibition, % at 11.8 µM; hit rate 0.59% among 350,000; AID 588475;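 active means inhibition of the ligand-induced calcium signal above about 50% at the single tested concentration, limit read from the data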
M5 ag: agonists of human muscarinic M5 receptor (CHRM5); activation, % at 3 µM; P08912; hit rate 0.19% among 360,000; CHO-K1 hM5 cells, Fluo-8 calcium fluorescence; 0% DMSO wells, 100% maximal acetylcholine response;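 active means activation above the run's mean over test compounds plus 3 SD, cut at about 23% in these data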;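 further: signal is peak over basal fluorescence ratio across the kinetic read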
Target sequence (P08912 whole entry, looked up): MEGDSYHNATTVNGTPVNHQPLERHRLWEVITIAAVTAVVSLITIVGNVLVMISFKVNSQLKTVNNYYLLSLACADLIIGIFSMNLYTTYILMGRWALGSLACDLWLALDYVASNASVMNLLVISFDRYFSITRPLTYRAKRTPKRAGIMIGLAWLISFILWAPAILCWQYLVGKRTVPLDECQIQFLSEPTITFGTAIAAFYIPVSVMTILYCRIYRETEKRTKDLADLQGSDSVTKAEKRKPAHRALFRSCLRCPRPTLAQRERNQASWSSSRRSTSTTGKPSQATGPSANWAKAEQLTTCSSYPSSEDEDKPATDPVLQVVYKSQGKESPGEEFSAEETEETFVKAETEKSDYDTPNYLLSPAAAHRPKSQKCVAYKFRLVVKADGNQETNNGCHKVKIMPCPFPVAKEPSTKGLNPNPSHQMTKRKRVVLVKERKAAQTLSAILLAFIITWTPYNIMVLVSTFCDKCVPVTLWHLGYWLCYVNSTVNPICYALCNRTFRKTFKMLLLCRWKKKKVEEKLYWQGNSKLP
CHRM4 PAM: potentiates acetylcholine response at human M4 receptor; P08173; CHO-K1 hM4/Gqi5, Fluo-8 calcium fluorescence, ACh EC20; 0% = ACh EC20, 100% = maximal ACh; activation, % at 3 µM; hit rate 0.4% among 360,000; AID 624126;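 active means activation above its plate's cutoff, the mean activation of sample wells plus 3 SD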; further: some results filed as inactive read as strong as hits
CHRM5 antagonist: CHRM5 antagonism in calcium assay. hit rate 0.59% among 360,000. AID 624040. inhibition, % at 3 µM. CHO-hM5 cells, Fluo-8 calcium fluorescence, ACh EC80;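 active means inhibition above a per-plate cutoff, the mean of that plate's test compounds plus 3 SD, cut at about 27% in these data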;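 further: 0% = acetylcholine EC80 with DMSO and 100% = DMSO without agonist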
CHRM5 PAM: positive allosteric modulators of human muscarinic M5 receptor. CHO-K1 hM5, Fluo-8 calcium, ACh EC20 PAM; 0% = ACh EC20, 100% = ACh EC100. activation, % at 3 µM. hit rate 0.3% among 360,000;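 active means activation above the run cutoff, the mean activation of all test compounds plus 3 SD, cut at about 18% in these data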
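Replicates: One well per compound, no replicates | System: Human M5 receptor in CHO-K1 cells | Benchmarks: Low control EC20 acetylcholine (0%), high control EC100 acetylcholine (100%) | Probe or stimulus: Acetylcholine, EC20 level | Times: Fluo-8 loading 80 min at 37 °C plus 30 min room temperature | Signal: Intracellular calcium via Fluo-8 fluorescence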
CHRM4 antagonist: CHRM4 antagonism in calcium assay; hit rate 0.73% among 360,000; inhibition, % at 3 µM; CHO-hM4 cells, ACh EC80, Fluo-8 calcium fluorescence;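 active means inhibition above its plate's cutoff, the mean inhibition of sample wells plus 3 SD, cut at about 27% in these data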;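 further: 0% = acetylcholine EC80 with DMSO and 100% = DMSO without agonist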
CHRM4 agonist: CHRM4 agonism in calcium assay; AID 624127; CHO-K1 hM4/Gqi5, Fluo-8 calcium fluorescence; vehicle 0%, full acetylcholine response 100%; activation, % at 3 µM; hit rate 0.14% among 360,000;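 active means activation above the run mean over all test wells plus 3 SD, cut at about 32% in these data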;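 further: peak over basal fluorescence ratio per well then scaled between controls; 0% = DMSO wells and 100% = acetylcholine at EC100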
CRFR2-BP ag: agonists of human CRF-binding protein/CRF-R2 receptor complex. HEK293 CRF-R2/CRF-BP, calcium dye fluorescence (FLIPR); percent of saturating CRF peptide response. activation, % at 13.2 µM. hit rate 0.46% among 350,000. AID 588473;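 active means activation of at least 50%, plus an integration ratio under a set limit after plate pattern correction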;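 further: plate controls were neutral control wells without compound for no effect and CRF at EC100 for full effect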
CHRM1 PAM: potentiates human M1 receptor response to acetylcholine; CHO-K1 hM1, Fluo-8 calcium fluorescence, ACh EC20; 0% = ACh EC20, 100% = maximal ACh; activation, % at 3 µM; P11229; hit rate 0.088% among 360,000; AID 588819; in the data active means activation above about 19%, passing the limit was not always enough
Target sequence (P11229 whole entry, looked up): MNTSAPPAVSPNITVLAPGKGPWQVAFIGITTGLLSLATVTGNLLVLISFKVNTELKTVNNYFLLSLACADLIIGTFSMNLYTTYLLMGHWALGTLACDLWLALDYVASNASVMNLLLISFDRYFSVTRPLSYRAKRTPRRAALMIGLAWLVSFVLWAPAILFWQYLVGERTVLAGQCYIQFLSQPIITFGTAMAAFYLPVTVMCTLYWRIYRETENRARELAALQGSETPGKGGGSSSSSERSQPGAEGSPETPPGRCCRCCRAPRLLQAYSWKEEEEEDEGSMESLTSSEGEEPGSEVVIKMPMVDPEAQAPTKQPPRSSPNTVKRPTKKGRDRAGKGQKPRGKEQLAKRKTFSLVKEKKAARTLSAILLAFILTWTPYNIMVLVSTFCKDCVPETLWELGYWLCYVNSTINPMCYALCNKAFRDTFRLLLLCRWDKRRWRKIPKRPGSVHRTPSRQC
Numbers without * were called inactive; / = not tested or not shown.

SMILES	CRFBP-R2 block	M5 ag	CHRM4 PAM	CHRM5 antagonist	CHRM5 PAM	CHRM4 antagonist	CHRM4 agonist	CRFR2-BP ag	CHRM1 PAM
CCc1nc2c(OCc3ccc(C(F)(F)F)cc3)cccn2c1N(C)C(C)=O	/	-3	4	2	-1	-11	3	/	-2
COc1cccc(CNC(=O)Cc2ccc(Br)cc2)c1	28	-3	-6	2	1	1	0	-1.3	7
O=c1cc(/C=C/c2ccccc2)oc2ccccc12	-57	-3	-1	-8	-1	7	2	-7.3	0
CCOC(=O)c1ccc(NC(=O)N2CCc3ccccc32)cc1	-14	0	-3	-3	7	4	6	-1.0	-12
COc1cc(OC)cc(-c2c(-c3ccsc3)c3cc(Br)ccc3n2C)c1	-5	1	4	0	-2	-5	0	1.1	14
Cc1cccc(Oc2sc(C(=O)c3ccccc3)c(N)c2C#N)c1C	0	-3	0	9	-5	-3	-1	4.3	4
COc1cc(Cl)c(C)cc1NC(=O)COC(=O)c1cnc(C)cn1	0	1	0	-9	6	4	-1	-3.0	7
COC(=O)c1ccc(CN2CCC(n3nccc3NC(=O)C3CC3)CC2)cc1	-2	-6	-1	4	0	5	2	-0.4	5
Cc1ccc(CN(N=Nc2nonc2N)c2nonc2N)c(C)c1	-16	-13	-4	0	-32	0	1	-0.6	3
c1ccc(Sc2ccccn2)cc1	4	-2	9	0	6	-5	1	-2.8	9
CCCC1CCc2c(sc(N)c2C(N)=O)C1 (stereo not drawn)	-9	0	17	6	7	-6	1	-0.2	2
Nc1ccc(Br)c2cccnc12	2	-1	-3	15	-3	0	1	2.0	-5
CCN(CC)C(=O)c1oc2ccc(S(=O)(=O)N3CC(C)CC(C)C3)cc2c1C (stereo not drawn)	-5	-2	-6	30*	-12	4	11	-0.2	-9
CC1CCCC(NC(=O)COC(=O)c2ccccc2NC(=O)c2ccco2)C1C (stereo not drawn)	-2	2	18	-3	1	-12	0	-0.3	5
COc1ccccc1C(=O)Nc1nc(-c2ccc(S(=O)(=O)N3CCOCC3)cc2)cs1	-18	3	-15	30*	-55	36*	22	-2.6	-18
CCCCCOC(=O)Cn1c(=O)oc2ccccc21	2	-2	-3	-4	2	-6	2	-3.2	5
Cc1ccc(C(CCNC(C)c2cccs2)c2ccco2)cc1 (stereo not drawn)	-6	-10	-31	4	-6	6	4	1.9	-19
COc1ccc(OC)c(-n2cnc3cc(C(=O)O)ccc32)c1	1	-3	-6	8	3	2	0	0.3	-5
CC(=O)c1ccc(NC(=S)N(CCCN(C)C)Cc2ccccc2)cc1	-7	-19	-13	6	-2	0	1	-0.6	-21
COCCN(C(=O)COC(=O)c1oc2ccc(OC)cc2c1C)c1c(N)n(Cc2ccccc2)c(=O)[nH]c1=O	2	-2	3	-7	3	-9	1	0.8	1
CN1CCCN(C(=O)CC2(CC(=O)O)CCCC2)CC1	-45	-6	14	-11	6	-12	1	9.8	4
O=C(NN1C(=O)C2C3C=CC([C@@H]2C1=O)C31CC1)c1ccccc1 (stereo partly drawn)	-3	-7	-5	6	-8	-1	0	1.5	3
Cc1c(Cl)cccc1NC(=O)CSc1nncn1-c1cccnc1	3	0	0	7	0	-9	1	-0.5	-2
CCOC(=O)/C(C(=Nc1ccccc1)Nc1ccccc1)=C(\C)O	-2	3	4	-1	-1	-9	-1	-1.4	2
O=C(c1cc2ccccc2oc1=O)N1CCN(S(=O)(=O)c2ccccc2)CC1	-6	-1	4	-3	0	-16	0	-0.3	4
Cc1ccc(C(=O)c2oc3ccccc3c2NC(=O)c2cc(-c3ccccc3O)n[nH]2)cc1	-24	1	11	-7	8	-3	1	-0.6	3
CS(=O)(=O)N(CC(=O)N/N=C/c1cc2c(cc1Br)OCO2)c1ccccc1Br	8	-4	5	10	-5	-1	4	-4.5	-4
CC(=O)c1cc(F)c(N2CCCC2)cc1C	-24	1	-2	10	-3	3	4	-2.3	4
COC(=O)c1nn(-c2ccc(OC)cc2)c(=O)cc1Oc1cccc(Cl)c1	-8	-1	-3	4	2	11	0	1.2	3
O=C(COC(=O)C1CCC1)Nc1cc(S(=O)(=O)N2CCCCC2)ccc1Cl	8	2	4	2	4	-5	7	-1.4	9

For convenience, some entries already given:
SMILES	CRFBP-R2 block	M5 ag	CHRM4 PAM	CHRM5 antagonist	CHRM5 PAM	CHRM4 antagonist	CHRM4 agonist	CRFR2-BP ag	CHRM1 PAM
CCCCCOC(=O)Cn1c(=O)oc2ccccc21	2	-2	-3	-4	2	-6	2	-3.2	5
Cc1ccc(C(CCNC(C)c2cccs2)c2ccco2)cc1 (stereo not drawn)	-6	-10	-31	4	-6	6	4	1.9	-19
COc1ccc(OC)c(-n2cnc3cc(C(=O)O)ccc32)c1	1	-3	-6	8	3	2	0	0.3	-5
CC(=O)c1ccc(NC(=S)N(CCCN(C)C)Cc2ccccc2)cc1	-7	-19	-13	6	-2	0	1	-0.6	-21
COCCN(C(=O)COC(=O)c1oc2ccc(OC)cc2c1C)c1c(N)n(Cc2ccccc2)c(=O)[nH]c1=O	2	-2	3	-7	3	-9	1	0.8	1
CN1CCCN(C(=O)CC2(CC(=O)O)CCCC2)CC1	-45	-6	14	-11	6	-12	1	9.8	4
O=C(NN1C(=O)C2C3C=CC([C@@H]2C1=O)C31CC1)c1ccccc1 (stereo partly drawn)	-3	-7	-5	6	-8	-1	0	1.5	3
Cc1c(Cl)cccc1NC(=O)CSc1nncn1-c1cccnc1	3	0	0	7	0	-9	1	-0.5	-2
CCOC(=O)/C(C(=Nc1ccccc1)Nc1ccccc1)=C(\C)O	-2	3	4	-1	-1	-9	-1	-1.4	2
O=C(c1cc2ccccc2oc1=O)N1CCN(S(=O)(=O)c2ccccc2)CC1	-6	-1	4	-3	0	-16	0	-0.3	4
Cc1ccc(C(=O)c2oc3ccccc3c2NC(=O)c2cc(-c3ccccc3O)n[nH]2)cc1	-24	1	11	-7	8	-3	1	-0.6	3
CS(=O)(=O)N(CC(=O)N/N=C/c1cc2c(cc1Br)OCO2)c1ccccc1Br	8	-4	5	10	-5	-1	4	-4.5	-4

The results go on.
SMILES	CRFBP-R2 block	M5 ag	CHRM4 PAM	CHRM5 antagonist	CHRM5 PAM	CHRM4 antagonist	CHRM4 agonist	CRFR2-BP ag	CHRM1 PAM
C/C(CCc1ccc2c(c1)OCO2)=N\N=C1\NC(=O)CC(C(=O)Nc2ccc(Cl)cc2)S1 (stereo not drawn)	-25	-3	7	6	-9	-3	0	-0.5	-3
N#C/C(=C\c1cccnc1)C(=O)Nc1ccc(O)cc1F	2	-3	-4	10	-6	17	0	-1.4	9
C[C@H]1CCC[C@@]2(O[C@H](CCO)C[C@@H](O)[C@@H]2O)O1	15	2	11	16	-2	-2	-1	-0.2	9
Cc1cc(C(=O)OCC(=O)N2CCCCCC2)ccc1[N+](=O)[O-]	5	2	-1	-10	1	6	3	-0.5	0
O=C(Nc1nnc(-c2ccc(Cl)cc2)o1)NC1CCCCC1	13	-4	-4	6	6	14	0	1.3	1
OC(COCc1cccs1)CN1CCN(c2cccc(C(F)(F)F)c2)CC1 (stereo not drawn)	-23	-5	-5	-1	-5	-10	8	0.0	-20
O=C(NN=Cc1cccc2ccccc12)C1CC1	-6	-3	-2	4	2	9	-1	-4.4	0
CNCCCOc1cc(C)cc(C)c1C	-39	-9	10	2	3	-4	2	-0.9	-5
CC(C)(C)c1cc(CCC(=O)NNC(=O)c2ccco2)cc(C(C)(C)C)c1O	-9	0	-3	-5	6	6	0	-11	-1
COc1cccc(Nc2nc(=O)[nH]nc2C)c1	16	2	-1	2	2	3	0	0.4	-2
CCOc1ccc(NS(=O)(=O)c2ccc(C(=O)N(C)Cc3cccc(OC)c3OC)cc2)cc1	-33	12	-6	10	-8	1	15	4.7	-10
COc1ccc(Nc2ncnc3c2cnn3Cc2ccccc2)cc1OC	10	9	-1	1	-7	4	11	0.4	-4
CN(Cc1ccccc1)C(=S)Nc1ccc2nc3n(c(=O)c2c1)CCCCC3	-11	0	-17	21	-15	-5	23	-0.4	-8
Fc1ccccc1/C=N/Nc1cc(N2CCCCC2)ncn1	-15	-5	-4	6	1	-1	-2	8.1	18
Nc1nonc1-c1nc2ccccc2n1CC(=O)N1CCCCC1	0	-3	-8	-9	-8	-9	5	2.2	-2
CCN(CC)C(=S)SCC(=O)Nc1ncc2c(n1)CCCC2=O	10	1	6	2	-4	-10	1	-0.7	6
Cc1ccccc1CN1CCC(N2CCC(C(=O)NCC3CCCO3)CC2)CC1 (stereo not drawn)	10	0	-3	-2	3	3	1	-0.1	7
Cc1ccccc1OCC(=O)NNC(=O)c1ccc(-n2cncn2)c([N+](=O)[O-])c1	10	4	5	5	-6	-11	1	-0.6	2
CC(=O)N(CC(C)C(=O)O)c1c(I)cc(I)c(N)c1I (stereo not drawn)	5	0	5	5	-7	-15	0	0.4	12
Cc1ccc(SCc2[nH]nc3c2C2(C(=O)Nc4ccc([N+](=O)[O-])cc42)C(C#N)=C(N)O3)cc1 (stereo not drawn)	-33	-2	51*	-5	25*	1	2	-0.8	7
Cc1ncc([N+](=O)[O-])n1CC(=O)Nc1ccc(Cl)cc1	5	-2	-6	8	-1	6	0	-0.4	3
CCOC(=O)c1ccc(NC(=O)c2ccccc2)cc1	-9	2	12	-5	2	2	3	-1.2	7
COc1cccc(CNC(=S)Nc2ccc3c(c2)c(=O)n(C)n3Cc2ccccc2)c1	/	0	2	-4	0	-12	10	/	3
COC(=O)c1cc(C(C)=O)n2ccccc12	10	-2	5	-10	5	-4	0	-1.1	-5
COc1ccc(NC(=O)N(C)C[C@H]2Oc3c(NC(=O)Cc4ccccc4)cccc3C(=O)N([C@H](C)CO)C[C@@H]2C)cc1	-7	-1	5	-3	9	-3	0	-0.6	1
CCOC(=O)N1CCc2c(sc(NC(=O)CN3CCOCC3)c2C#N)C1	-4	4	-4	-7	6	2	1	0.4	18
CCN(C(=O)CSc1n[nH]c(-c2ccc(OC)cc2)n1)c1c(N)n(Cc2ccccc2)c(=O)[nH]c1=O	-19	6	8	-1	3	-10	2	1.9	9
N=C1C(c2nc3ccccc3s2)=C(O)CN1NC(=O)c1ccco1	8	2	-8	3	-2	3	0	1.9	3
O=C(CC1C(=O)NCCN1Cc1cccc(F)c1)NC1CCCCC1 (stereo not drawn)	-3	-2	6	-5	-1	-1	1	0.4	2
CSCC[C@H](NC(=O)N1CCn2c1nc1ccccc12)C(=O)N1CCCCC1	-37	-4	6	-9	0	6	0	25	5
O=c1ccccn1CCOc1ccc(Cl)cc1	25	-1	-2	8	0	4	0	0.1	5
COC(=O)C(CC(C)C)N(Cc1cc(OC)cc(OC)c1)S(=O)(=O)c1ccccc1Br (stereo not drawn)	-2	-3	-10	-7	-8	-11	0	1.6	-6
